# Screening data deposited in PubChem by several laboratories.
# ERa SRC1 pot – enhances coactivator binding to human estrogen receptor alpha; P03372; TR-FRET ERalpha-LBD/SRC-Cy5 coactivator binding, 2 h; 100 = basal binding, no effect; coactivator binding (% of control), % at 25.6 µM; 1.3% of 86,000 active; AID 639; in the data active = activity above about 200%;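 note: binding measured in presence of low estradiol as agonist stimulus; 0% = peptide alone without receptor and 100% = receptor with peptide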
# ERb SRC1 inh – blocks coactivator binding to human estrogen receptor beta; inhibition, % at 25.6 µM; TR-FRET ER-beta LBD / SRC1-Cy5 peptide binding; receptor agonist-loaded with 1 µM estradiol; 1.3% of 86,000 active; AID 633; Q92731;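 active = compounds whose percent inhibition of the receptor-coactivator binding signal exceeds about 50% in the single-dose screen, limit read from the data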;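 note: 0% = receptor plus peptide wells without compound and 100% = peptide-only wells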
# Target sequence (Q92731 whole entry, looked up, the tested form may be a part): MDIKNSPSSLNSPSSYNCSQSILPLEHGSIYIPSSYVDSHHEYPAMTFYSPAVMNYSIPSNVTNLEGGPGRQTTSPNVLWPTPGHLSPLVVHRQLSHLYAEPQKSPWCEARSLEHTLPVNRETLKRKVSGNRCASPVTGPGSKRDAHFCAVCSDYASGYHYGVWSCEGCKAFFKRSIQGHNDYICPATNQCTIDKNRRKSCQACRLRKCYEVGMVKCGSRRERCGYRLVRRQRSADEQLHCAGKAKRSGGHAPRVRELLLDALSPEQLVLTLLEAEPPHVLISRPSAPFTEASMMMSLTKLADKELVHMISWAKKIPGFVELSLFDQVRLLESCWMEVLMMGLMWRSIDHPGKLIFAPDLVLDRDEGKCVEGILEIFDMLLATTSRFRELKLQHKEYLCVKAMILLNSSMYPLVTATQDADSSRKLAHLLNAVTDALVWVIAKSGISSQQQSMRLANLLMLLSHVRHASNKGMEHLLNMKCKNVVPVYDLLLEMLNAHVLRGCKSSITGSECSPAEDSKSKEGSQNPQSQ
# CD11b adhes enh – enhancers of human CD11b/CD18 binding to fibrinogen; 0.07% of 93,000 active; P05107+P11215; K562 CD11b/CD18 adhesion to fibrinogen, ATPlite luminescence; AID 1499; activation, % at 10 µM;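 active = 10 µM primary screen giving 50% or more activity, confirmed by 40% or more on retest at that dose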; note: strong numbers were not always called active
# ERa coact inh – ER-alpha (human) coactivator binding inhibition; AID 629; inhibition, % at 25.6 µM; P03372; 1.7% of 86,000 active; TR-FRET ER-alpha LBD / SRC-1 peptide, estradiol-bound; in the data active = inhibition above about 50%;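 note: 0% = receptor plus peptide control and 100% = peptide only without receptor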
# HUVEC inhibit – inhibitors of human endothelial cell proliferation; HUVEC proliferation, CellTiter-Glo luminescence, 72 h; hits give low values; viability, % at 10 µM (by protocol); 1.1% of 86,000 active; AID 648;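 active = viability at or below 30%; inactive = viability above 30%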;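 note: 100% = median luminescence of DMSO-only cell control wells on each plate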
# Smad3 inh – inhibitors of human Smad3 transcription factor binding. P84022. TR-FRET Smad3/Dy647-FoxH1 peptide binding, europium anti-His. inhibition, % at 25 µM. 0.29% of 88,000 active;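 active = compounds that reduce the energy-transfer binding signal between the protein and its labelled peptide by more than half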;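 note: 0% = Smad3 plus labelled peptide maximal FRET and 100% = peptide-only background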
# Target sequence (P84022 whole entry, looked up): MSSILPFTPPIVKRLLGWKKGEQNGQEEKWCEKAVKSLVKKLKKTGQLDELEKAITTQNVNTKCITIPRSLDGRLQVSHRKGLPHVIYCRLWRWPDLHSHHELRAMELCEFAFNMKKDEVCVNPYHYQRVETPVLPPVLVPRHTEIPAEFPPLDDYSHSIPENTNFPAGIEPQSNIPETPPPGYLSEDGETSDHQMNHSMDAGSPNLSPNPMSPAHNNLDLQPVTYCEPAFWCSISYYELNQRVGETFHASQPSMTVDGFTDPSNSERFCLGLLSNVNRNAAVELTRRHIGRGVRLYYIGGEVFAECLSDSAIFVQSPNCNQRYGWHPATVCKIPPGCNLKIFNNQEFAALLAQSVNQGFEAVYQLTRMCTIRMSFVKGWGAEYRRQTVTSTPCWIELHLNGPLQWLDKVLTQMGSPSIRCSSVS
# MT1-MMP txn act – activates MT1-MMP transcription. activation factor at 10 µM. HT1080 MT1-MMP promoter luciferase reporter, luminescence, overnight; hits give high values. 0.16% of 86,000 active;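 active = activation factor of at least 2 for MT1-MMP transcription at 10 µM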
# H69AR growth 86K – blocks growth of human H69AR lung tumor cells | H69AR lung tumor viability, ATP luminescence, 72 h; hits give low values | viability, % at 10 µM | 6% of 85,000 active | AID 598;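 active = viability at or below 40%; inactive = viability above 40%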;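 note: multidrug resistant small cell line overexpressing MRP-1 efflux transporter; 100% = mean luminescence of untreated control wells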
# Fibroblast inh – blocks proliferation of human lung fibroblasts. LL 47 human lung fibroblast viability, ATP luminescence; hits give low values. viability, % at 10 µM. 1.1% of 85,000 active;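 active = viability at or below 50% in the single dose screen; inactive = viability above 50%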;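 note: compound exposure lasted 72 h before the ATP readout; 100% = median luminescence of untreated cell-only wells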
#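 Material: human lung fibroblast line LL 47, low passage; Evaluation: viability percentage against median untreated-cell control; Buffer or medium: 15% FBS in IMEM; Incubation: 72 h compound exposure at 37 °C after overnight plating; Dosing: 0.1% DMSO in all compound wells; Measured by: CellTiter-Glo luminescence.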
# Numbers without * were called inactive; / = not tested or not shown; [ ] = remark or other dose. These rows are one share of the data; count on the stated rates, not on these rows.
No.	SMILES	ERa SRC1 pot	ERb SRC1 inh	CD11b adhes enh	ERa coact inh	HUVEC inhibit	Smad3 inh	MT1-MMP txn act	H69AR growth 86K	Fibroblast inh
1	O=C(NCCC1=CCCCC1)c1ccc(F)c(S(=O)(=O)N2CCOCC2)c1	111	-12	-1	-7	87	-4	1.1	101	104
2	CC(C)(C)NC(=O)CC(c1ccccc1)c1ccccc1O (centres undefined)	92	-1[fluorescence artefact?]	-2	-7	92	4	1	98	93
3	O=C(CCCn1c(=S)[nH]c2cc3c(cc2c1=O)OCO3)N1CCN(c2ccc(F)cc2)CC1	104	11	-1	7	79	2	0.9	70	90
4	CC(=O)N(C)c1nnc(-c2ccccn2)s1	106	-10	/	-10	99	6	1.8	94	101
5	CCC(C)(C)NC(=O)CN(Cc1ccc2c(c1)OCO2)C(=O)CCC(=O)Nc1ccccn1	124	4	/	6	98	9	1.1	89	99
6	O=C1c2ccccc2C(Nc2ccc3c(c2)OCO3)N1Cc1ccc2c(c1)OCO2 (centres undefined)	74[fluorescence artefact?]	11	62	1[fluorescence artefact?]	62	7	1.4	99	92
7	COC(=O)c1[nH]c2ccc(Cl)cc2c1NC(=O)CCN1CCOCC1	130[fluorescence artefact?]	1[fluorescence artefact?]	-2	-1	86	4	0.9	91	91
8	CCOC(=O)c1c(NC(=O)CSc2nnnn2C)sc(CC)c1C	99	0	-3	-1	69	-5	1.2	80	86
9	Cc1noc(C)c1CSc1nnc(-c2ccccc2F)n1CCc1ccccc1	91[fluorescence artefact?]	2	-4	-1	105	-2	1.1	109	87
10	Cc1ccc(C)c(N(C)C(=O)c2coc(=O)c3ccccc23)c1	107	-3[fluorescence artefact?]	/	1[fluorescence artefact?]	92	1	1.1	100	98
11	CCCOc1ccc(C2/C(=C(\O)c3c(C)[nH]c(C(=O)OC)c3C)C(=O)C(=O)N2CCN(C)C)cc1 (centres undefined)	107	6[fluorescence artefact?]	-5	-8	104	23[fluorescence artefact?]	1.2	94	105
12	CN1CCN(C(=O)c2ccc3c(c2)NC(=O)C(N2CCOCC2)S3)CC1 (centres undefined)	138	-6	0	-7	97	4	1.1	100	102
13	CCOC(=O)CC(=O)CSc1nnc(Cn2c(=O)sc3ccccc32)n1C	113	-17	-1	-11[fluorescence artefact?]	97	8	1	87	94
14	O=C(C1CCCN(S(=O)(=O)c2ccc(Br)s2)C1)N1CCCCCC1 (centres undefined)	92	5	-1	-5	108	-4	1.1	85	96
15	c1ccc(Cn2nnnc2-c2ccco2)cc1	105	-2	-6	2	89	-5	1.1	91	87
16	Cc1cccc(-c2noc(-c3ccc(F)cc3)n2)c1	102	-10[fluorescence artefact?]	-1	-21	104	12	0.5	92	91
17	CCC(C)NC(=O)CNC(=O)Cn1c(C)cc2ccccc2c1=O (centres undefined)	118	-4[fluorescence artefact?]	-1	6[fluorescence artefact?]	87	10	1.1	84	95
18	CN(C)S(=O)(=O)N1CCN(c2cc(Cl)ccc2Cl)CC1	109	-4	4	-6	91	7	1.2	100	99
19	CCC(N)C12CC3CC(CC(O)(C3)C1)C2 (centres undefined)	92	1[fluorescence artefact?]	/	0[fluorescence artefact?]	102	-9	1.1	94	108
20	Cc1ccc(-n2nc(C(=O)NCc3ccc(C)o3)c3c4ccccc4n(C)c3c2=O)cc1	86[fluorescence artefact?]	9[fluorescence artefact?]	7	13[fluorescence artefact?]	57	-1	1.1	41	89
21	O=C(N1CCN(c2ccccc2F)CC1)C12CC3CC(CC(C3)C1)C2	104	-2	-2	1	89	-13	1	86	91
22	CC(C)P(=O)(Cc1cccc(C#N)c1)C(C)C	124	-12	0	-3	101	-7	1.1	93	/
23	c1ccc2c(c1)nc(NC1CCCCC1)c1nncn12	105	-2	-1	-3	97	0	1.1	93	87
24	COCC(COCCCNC(=O)Nc1ccc(Br)cc1)OC (centres undefined)	95[fluorescence artefact?]	-3	-2	2[fluorescence artefact?]	99	7	1.2	99	100
25	COc1cc(-c2nnc3sc(-c4ccco4)nn23)cc(OC)c1OC	82	26	19	22	77	7	0.9	18*	86

# Ordered by SMILES length (high to low): 3 of the compounds above
No.	SMILES	ERa SRC1 pot	ERb SRC1 inh	CD11b adhes enh	ERa coact inh	HUVEC inhibit	Smad3 inh	MT1-MMP txn act	H69AR growth 86K	Fibroblast inh
21	O=C(N1CCN(c2ccccc2F)CC1)C12CC3CC(CC(C3)C1)C2	104	-2	-2	1	89	-13	1	86	91
10	Cc1ccc(C)c(N(C)C(=O)c2coc(=O)c3ccccc23)c1	107	-3[fluorescence artefact?]	/	1[fluorescence artefact?]	92	1	1.1	100	98
24	COCC(COCCCNC(=O)Nc1ccc(Br)cc1)OC (centres undefined)	95[fluorescence artefact?]	-3	-2	2[fluorescence artefact?]	99	7	1.2	99	100

# Remaining list, next part:
No.	SMILES	ERa SRC1 pot	ERb SRC1 inh	CD11b adhes enh	ERa coact inh	HUVEC inhibit	Smad3 inh	MT1-MMP txn act	H69AR growth 86K	Fibroblast inh
26	O=C(Nn1c(-c2ccc(F)cc2)nc2ccccc2c1=O)C1CCCCC1	97	7[fluorescence artefact?]	-5	-1	101	-1	1.2	82	105
27	C=CCC1CCCCC12NC(=O)NC2=O (centres undefined)	120	29	3	19	103	-16	1.2	103	105
28	CN(C)S(=O)(=O)N(CC(=O)NCc1ccccc1)c1ccccc1	81[fluorescence artefact?]	34	2	33	102	2	1	88	104
29	CCOC(=O)c1ccc(COc2nc3ccccc3nc2-c2ccccc2NC(C)=O)o1	105	-21[fluorescence artefact?]	-2	-22	96	7	1.1	51	96
30	COCCNC(=O)C(c1ccccc1C)N(CCOC)C(=O)Cn1nnc2ccccc21 (centres undefined)	109[fluorescence artefact?]	3	-5	2	97	7[fluorescence artefact?]	1	83	108
31	Cc1occc1-c1nnc(SCC(=O)Nc2nc(-c3ccccc3)cs2)o1	147	-7[fluorescence artefact?]	8	21[fluorescence artefact?]	61	-1	1	89	97
32	CCCn1c(CCNC(=O)c2cccs2)nc2ccccc21	103	9	/	1	101	3	1	93	94
33	C=CCn1c(CNC(=O)c2cccs2)nnc1SCC(=O)c1ccc(Br)cc1	108	4	/	2	83	4	1.2	82	102
34	O=C(Cn1nnc2c(cnn2-c2ccccc2)c1=O)NCc1cccs1	116	-9	-6	-3	94	-1	1.2	/	93
35	COc1ncnc2c1oc1nc(CC(C)C)c3c(c12)CCCC3	86	-5	-4	-11	95	5	1.1	99	106
36	CCCc1[nH]nc2c1C(c1ccc(O)c(OC)c1)C(C#N)=C(N)O2 (centres undefined)	97	9	-1	42[fluorescence artefact?]	87	-8	1.1	83	101
37	CCC(C)(C)n1nnnc1C(C(C)C)N(Cc1ccco1)Cc1cc2cc3c(cc2[nH]c1=O)OCO3 (centres undefined)	85	9	/	0	73	-5	1.2	78	91
38	COc1ccc(OCC(=O)Nc2cc(OC)cc(OC)c2)cc1	101	-1	-1	-1	85	-11	1.1	79	95
39	Cc1cccc(NC(=O)Nc2nnc(N3CCCCC3C)s2)c1C (centres undefined)	102	3	-4	2	90	-6	/	92	96
40	CCN1C(=O)c2ccccc2S(=O)c2ccc(C(=O)NCCCN3CCCC3=O)cc21 (centres undefined)	104	3	-4	-8	96	-2	1.2	85	97
41	COc1ccc(NC(=O)CN2C(=O)C(C)Oc3ccccc32)c(OC)c1 (centres undefined)	115	-3	-2	-1[fluorescence artefact?]	98	-2	1	88	87
42	O=C(Nc1ccc(Cl)cc1)C1CCCN(S(=O)(=O)c2cnc[nH]2)C1 (centres undefined)	130	5	-5	-2	92	9	1.1	94	100
43	O=C(Oc1ccccc1)c1cc2ccccc2o1	97	1	4	0	101	7	1.2	84	95
44	Cc1cc(C)n(C(=O)c2ccc(NC(=O)C3COc4ccccc4O3)cc2)n1 (centres undefined)	111	2	4	-1	97	3	1.1	84	104

# Numbers 27 to 41 from above:
No.	SMILES	ERa SRC1 pot	ERb SRC1 inh	CD11b adhes enh	ERa coact inh	HUVEC inhibit	Smad3 inh	MT1-MMP txn act	H69AR growth 86K	Fibroblast inh
27	C=CCC1CCCCC12NC(=O)NC2=O (centres undefined)	120	29	3	19	103	-16	1.2	103	105
28	CN(C)S(=O)(=O)N(CC(=O)NCc1ccccc1)c1ccccc1	81[fluorescence artefact?]	34	2	33	102	2	1	88	104
29	CCOC(=O)c1ccc(COc2nc3ccccc3nc2-c2ccccc2NC(C)=O)o1	105	-21[fluorescence artefact?]	-2	-22	96	7	1.1	51	96
30	COCCNC(=O)C(c1ccccc1C)N(CCOC)C(=O)Cn1nnc2ccccc21 (centres undefined)	109[fluorescence artefact?]	3	-5	2	97	7[fluorescence artefact?]	1	83	108
31	Cc1occc1-c1nnc(SCC(=O)Nc2nc(-c3ccccc3)cs2)o1	147	-7[fluorescence artefact?]	8	21[fluorescence artefact?]	61	-1	1	89	97
32	CCCn1c(CCNC(=O)c2cccs2)nc2ccccc21	103	9	/	1	101	3	1	93	94
33	C=CCn1c(CNC(=O)c2cccs2)nnc1SCC(=O)c1ccc(Br)cc1	108	4	/	2	83	4	1.2	82	102
34	O=C(Cn1nnc2c(cnn2-c2ccccc2)c1=O)NCc1cccs1	116	-9	-6	-3	94	-1	1.2	/	93
35	COc1ncnc2c1oc1nc(CC(C)C)c3c(c12)CCCC3	86	-5	-4	-11	95	5	1.1	99	106
36	CCCc1[nH]nc2c1C(c1ccc(O)c(OC)c1)C(C#N)=C(N)O2 (centres undefined)	97	9	-1	42[fluorescence artefact?]	87	-8	1.1	83	101
37	CCC(C)(C)n1nnnc1C(C(C)C)N(Cc1ccco1)Cc1cc2cc3c(cc2[nH]c1=O)OCO3 (centres undefined)	85	9	/	0	73	-5	1.2	78	91
38	COc1ccc(OCC(=O)Nc2cc(OC)cc(OC)c2)cc1	101	-1	-1	-1	85	-11	1.1	79	95
39	Cc1cccc(NC(=O)Nc2nnc(N3CCCCC3C)s2)c1C (centres undefined)	102	3	-4	2	90	-6	/	92	96
40	CCN1C(=O)c2ccccc2S(=O)c2ccc(C(=O)NCCCN3CCCC3=O)cc21 (centres undefined)	104	3	-4	-8	96	-2	1.2	85	97
41	COc1ccc(NC(=O)CN2C(=O)C(C)Oc3ccccc32)c(OC)c1 (centres undefined)	115	-3	-2	-1[fluorescence artefact?]	98	-2	1	88	87
